Assay outcomes deposited in PubChem BioAssay by several laboratories.
FAK blocker: FAK kinase inhibitors, primary screen, biochemical | hit rate 0.84% among 97,000 | Focal adhesion kinase 1 (Homo sapiens), Q05397 | inhibition, %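 (tested at 7 µM)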 | biochemical FAK kinase activity assay; in the data active = inhibition above about 19%;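 note: 0% = DMSO and 100% = reference compound high control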
VCAM1 TNFa inh: inhibitors of TNFa-induced VCAM1 expression, primary screen, imaging, HUVEC, TNFa stimulus, immunofluorescence. HUVEC TNFa-induced VCAM-1 immunofluorescence, high-content imaging. inhibition, % at 2 µM. hit rate 0.48% among 95,000. AID 802, 2007;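 active = inhibition above the batch mean plus 3 SD, with images confirmed as a hit by eye, cut at about 37% in these data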;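 note: 0% = TNF-stimulated DMSO wells and 100% = unstimulated control wells; not every result past the cut was called active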
HUVEC tox IL1B: cytotoxicity in IL-1B stimulated HUVEC, primary screen, cytotoxicity control for IL-1B NFkB translocation project, imaging, Hoechst nuclear count, IL-1B stimulus | HUVEC cell count loss | cell count reduction, % at 2 µM | hit rate 0.41% among 94,000 | AID 845, 2007;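 active = cell count reduction more than 3 SD above the screen-wide mean, cut at about 70% in these data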;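 note: normalized per plate to untreated control cells as the no-loss baseline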
ERa SRC1 inh: ERα–SRC-1 coactivator interaction inhibitors, primary screen, biochemical, TR-FRET, ERα LBD, estradiol-bound; Estrogen receptor (Homo sapiens), P03372; inhibition, % at 25.6 µM; TR-FRET ER-alpha LBD / SRC-1 peptide; AID 629, 2007; hit rate 1.7% among 86,000; in the data active = inhibition above about 50%;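 note: 0% = receptor plus peptide control and 100% = peptide only without receptor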
PTPN22 inh 2: PTPN22 phosphatase inhibitors, primary screen, biochemical, DiFMUP fluorescence, 2 µM. inhibition, % at 2 µM. hit rate 0.21% among 96,000. recombinant LYP catalytic domain;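 active = inhibition at 2 µM at or above a set limit, the screen mean plus 3 SD, cut at about 24% in these data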;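 note: 0% = DMSO with enzyme and 100% = enzyme fully blocked by orthovanadate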
Target sequence (Q9Y2R2 whole entry, looked up, the tested form may be a part): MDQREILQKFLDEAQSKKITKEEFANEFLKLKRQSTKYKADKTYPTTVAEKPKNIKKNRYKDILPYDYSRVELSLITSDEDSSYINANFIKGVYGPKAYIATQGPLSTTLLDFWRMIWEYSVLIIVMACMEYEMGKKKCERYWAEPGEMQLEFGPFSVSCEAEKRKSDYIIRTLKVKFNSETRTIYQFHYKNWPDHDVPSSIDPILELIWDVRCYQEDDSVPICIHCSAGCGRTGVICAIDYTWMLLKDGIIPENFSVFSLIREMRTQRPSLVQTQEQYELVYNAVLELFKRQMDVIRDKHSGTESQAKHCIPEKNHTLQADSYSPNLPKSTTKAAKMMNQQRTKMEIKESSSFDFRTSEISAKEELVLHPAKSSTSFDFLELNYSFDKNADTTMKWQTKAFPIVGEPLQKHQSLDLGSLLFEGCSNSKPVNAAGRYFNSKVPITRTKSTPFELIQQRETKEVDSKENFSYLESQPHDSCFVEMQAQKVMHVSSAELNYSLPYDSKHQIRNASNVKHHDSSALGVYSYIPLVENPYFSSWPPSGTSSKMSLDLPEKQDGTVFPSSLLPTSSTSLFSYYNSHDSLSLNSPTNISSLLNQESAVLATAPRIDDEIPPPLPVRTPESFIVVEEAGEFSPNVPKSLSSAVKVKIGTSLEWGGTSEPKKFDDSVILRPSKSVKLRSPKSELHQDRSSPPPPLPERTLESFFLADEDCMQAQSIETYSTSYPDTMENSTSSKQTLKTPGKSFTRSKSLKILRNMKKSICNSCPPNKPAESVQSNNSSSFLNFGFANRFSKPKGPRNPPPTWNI
Pyk2 oligo antag: antagonists of Pyk2 self-association, primary screen, Q293 cells, FERM NanoBiT luminescence, HTS; Protein-tyrosine kinase 2-beta (Homo sapiens), Q14289; stronger effect = lower value; AID 1347419, 2020; z-score (the deposit names both 25 µM and 10 µM); hit rate 0.83% among 99,000;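 active = Z-score of -3 or lower, scaled per plate to the spread of control and sample wells; inactive = z-score above -3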;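 note: negative z-score means lost luminescence so less FERM oligomerization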
TNFa cytotox: cytotoxicity in TNFa-stimulated HUVEC, primary screen, cytotoxicity control for VCAM1 expression modulator project, imaging, Hoechst nuclei count | HUVEC TNFalpha-stimulated, Hoechst cell count | cell count reduction, % at 2 µM | hit rate 0.17% among 93,000;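 active = cell count reduction exceeding the screen mean by over 5 SD, scaled to untreated wells per plate, cut at about 78% in these data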;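 note: cells counted after 24 h of TNF alpha exposure following the 1 h pretreatment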
cytoskel mod: modifiers of F-actin cytoskeleton organization, primary screen, imaging, HUVEC, phalloidin staining, high-content imaging. inhibition, % at 2 µM. hit rate 0.18% among 91,000. AID 836, 2007. HUVEC TNFa F-actin phalloidin imaging;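 active = inhibition above the batch mean plus 3 SD and confirmed as a hit by visual image inspection, cut at about 30% in these data, passing the limit was not always enough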; note: strong numbers were not always called active
PTPN22 act: LYP phosphatase activators, primary screen, biochemical, DiFMUP fluorescence, 2 µM; activation, % at 2 µM; hit rate 0.11% among 96,000; recombinant LYP; 0 = plate median, 100 = signal doubled; Tyrosine-protein phosphatase non-receptor type 22 (Homo sapiens), Q9Y2R2;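 active = activation at 2 µM above a set limit, the mean plus 5 SD, cut at about 37% in these data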
Active calls of the source: *; x = no result given; [ ] = remark or other dose.

SMILES | FAK blocker | VCAM1 TNFa inh | HUVEC tox IL1B | ERa SRC1 inh | PTPN22 inh 2 | Pyk2 oligo antag | TNFa cytotox | cytoskel mod | PTPN22 act
COc1ccc(NC(=S)N(CCc2nc3cc(C)c(C)cc3[nH]2)Cc2cccnc2)cc1 | -1 | 3 | -94 | x | 8 | -1.7 | -13 | -13 | -6
O=C(NCCCN1CCCCC1)c1ccc2c(c1)NC(=O)C(N1CCCCC1)S2 (configuration not stated) | 1 | -4 | 41 | -2 | 0 | -0.01 | 1 | -10 | -1
N#CC1=C2SCN(c3ccc(F)cc3)CN2C(=O)CC1c1cccc(F)c1 (configuration not stated) | 0 | 7 | -3 | -1 | 0 | x | -14 | 5 | -3
C=C(C)Cn1c(SCC(=O)O)nc2c1c(=O)[nH]c(=O)n2C | 2 | -7 | 7 | 4 | -9 | x | -14 | -12 | 6
CCC(CC)C(=O)N(c1ccc(F)cc1)C1C=CS(=O)(=O)C1 (configuration not stated) | -5 | 11 | 26 | -7 | -9 | 0.13 | -33 | -22 | 10
Cc1cc(=O)[nH]c(SCC(=O)Nc2ccc(C(=O)O)cc2)n1 | 2 | 15 | 7 | -6 | -1 | -0.4 | -7 | 11 | 2
COc1ccc2c(CC(=O)N(C)CC3COc4ccccc4O3)coc2c1 (configuration not stated) | 6 | -15 | -2 | -1 | -18 | -0.49 | -10 | -6 | 16
CCCCNC(=O)CSc1nc2ccccc2c(=O)n1CCNC(C)=O | -8 | -17 | -14 | 3[fluorescence artefact?] | -8 | 0.68 | -28 | 10 | 11
CCOc1cc(/C=N/NC(=O)CN2CCOCC2)ccc1OCc1ccc(Cl)cc1 | -2 | -15 | -17 | x | -2 | -0.05 | -6 | 33 | 7
CSc1nc(C)c2c(c1C#N)CCCC2 | -4 | 11 | x | 7[fluorescence artefact?] | -3 | 0.54 | -8 | -6 | 0
O=C(C1CCN(S(=O)(=O)c2cccc3nsnc23)CC1)N1CCN(c2ccccc2F)CC1 | -3 | 12 | 6 | -9 | -9 | 1.7 | -24 | -35 | 6
O=C1NC2(CCOc3ccccc32)C(=O)N1CC(=O)N(Cc1ccccc1)C1CCS(=O)(=O)C1 (configuration not stated) | -6 | 11 | -15 | -1[fluorescence artefact?] | 4 | 0.03 | -2 | -5 | -7
CCC(=O)c1ccc(OCC(O)CN2C(=O)NC(C)(C)C2=O)cc1 (configuration not stated) | x | 12 | -4 | -2 | -1 | x | -20 | 0 | -1
Cc1ccc(-c2nnc(CSc3nnc(COc4cccc5ccccc45)n3-c3ccccc3)o2)cc1 | 3 | -14 | -8 | x | 33* | -0.37 | 6 | -20 | -33
O=C(CSCc1ccccc1)N1CCN(c2cccc(C(F)(F)F)c2)CC1 | -1 | 16 | -15 | 0 | 3 | 1.9 | -12 | -7 | -1
CC(=O)c1nn(-c2cccc(Cl)c2)cc1C(=O)c1ccco1 | 5 | -16 | -31 | -5 | -12 | -0.58 | -25 | -1 | 10
CCOC(=O)CNC(=O)CSc1nnc(-c2ccccc2OC)n1CC | 1 | -7 | -21 | -12 | -5 | -0.01 | -10 | -5 | 5
Cn1cccc1Cc1nnc(SCC(=O)NCc2ccco2)n1-c1ccc(F)cc1 | 1 | 15 | 18 | x | -10 | -0.36 | -7 | 1 | 8
Cn1c2c(c(=O)n(C)c1=O)C(NS(=O)(=O)c1ccccc1)(C(F)(F)F)C(=O)N2 (configuration not stated) | 1 | 8 | -4 | -14[fluorescence artefact?] | -8 | 0.6 | -7 | -32 | 5
CCCCC(=O)NCCc1cc2c(C)ccc(C)c2[nH]c1=O | -3 | 4 | -35 | 8 | -21 | x | -12 | -13 | 19
CCC(C)NC(=O)Cn1cccc1C(=O)c1ccccc1 (configuration not stated) | -2 | -30 | -23 | -5 | -8 | 0.21 | -12 | -6 | 7
COc1cc(C)ccc1OCCCON1C(=O)CCC1=O | 0 | 3 | 4 | -2 | -10 | -0.22 | -5 | 3 | 7
Cc1ccc2cc3cc(C(=O)N(CC(=O)NC4CCCC4)c4cccc(C)c4C)sc3nc2c1 | 10 | -5 | 6 | x | 18 | -1.7 | 15 | -40 | -16
O=C(O)c1cccc(NC(=O)c2ccc3c(c2)C(=O)N(CC2CCCO2)C3=O)c1 (configuration not stated) | 0 | 14 | -2 | 17 | -6 | -0.21 | -32 | 18 | 6
CCOC(=O)c1c(NC(=O)Cc2cccs2)sc2c1CCCC2 | 0 | -18 | -6 | 17[fluorescence artefact?] | 7 | 0.33 | 7 | -15 | -4
O=c1[nH]c(CSc2nnc(-c3cccnc3)n2C2CCCCC2)nc2ccccc12 | -1 | 8 | -34 | 9[fluorescence artefact?] | -9 | 0.14 | -36 | -4 | 6
COc1ccc(-n2c(C)nnc2SCC(=O)N2C(C)CCCC2C)cc1 (configuration not stated) | -2 | -4 | -20 | -15 | 2 | -0.41 | -36 | 12 | -6
CCCCCOC(=O)C1[C@H]2C(=O)N(c3ccccc3CC)C[C@]23C=C[C@H]1O3 (some centres not stated) | -8 | -10 | -8 | 10[fluorescence artefact?] | 3 | 0.13 | -5 | -18 | -5
S=C(NCc1ccccn1)Nc1ccc(Cl)c(Cl)c1 | 18 | -5 | 10 | x | 6 | -0.31 | 1 | -32 | -4
CCc1nc(SCc2nnc(-c3ccc(C)cc3)o2)c2c(C)c(C)sc2n1 | 0 | -2 | 4 | -6[fluorescence artefact?] | 5 | x | -26 | 9 | -6
CCCN1C(=O)c2cc(C(=O)NCCc3cccc(C)c3)ccc2C1O (configuration not stated) | 8 | 5 | -4 | -5 | -5 | x | 56 | -20 | 5
CCCC(=O)Nc1nc2nc(-c3ccccc3)cc(=O)n2[nH]1 | -1 | -1 | 5 | -5 | -8 | 0.44 | -21 | 4 | 9
CS(=O)(=O)N(Cc1ccccc1)c1ccc(C(=O)N2CCN(c3cccc(Cl)c3)CC2)cc1 | 1 | 4 | 15 | -7 | 1 | -0.17 | -14 | 2 | -3
CCOC(=O)C1CCN(C(=O)Cn2cc(C(=O)C3CC3)c3ccccc32)CC1 | 0 | -4 | -31 | 20 | -2 | 0.32 | -9 | 0 | -3
CC1(c2cc(C(F)(F)F)n3nc(C(=O)O)cc3n2)CC1 | -1 | -18 | -29 | 19 | -4 | 0.63 | -43 | 8 | 4
COc1cc(C(=O)N2CCN(S(=O)(=O)c3ccc(F)cc3)CC2)cc(OC)c1OC | 1 | 15 | 16 | -5 | 2 | -0.75 | -4 | x | -1
COc1ccc2cc3cc(C(=O)N4CCN(c5ccccc5)CC4)oc3nc2c1 | 1 | 11 | -15 | 5 | -7 | -0.41 | -7 | x | 8
CCOC(=O)N1CCN(C(=O)c2cc(S(=O)(=O)N3CCCC3)cn2C)CC1 | -5 | -4 | -14 | 3[fluorescence artefact?] | 1 | 0.4 | -27 | 22 | -4
Cc1[nH]n(-c2ccccc2)c(=O)c1CCOC(=O)c1cccc(C(F)(F)F)c1 | -10 | -13 | -19 | x | 2 | -0.61 | 23 | 13 | 2
COc1ccc(Oc2c(Cl)cnn(-c3ccc(Cl)c(Cl)c3)c2=O)cc1 | -1 | 14 | -25 | x | -6 | 0.86 | -11 | -9 | 8
O=C(COC(=O)C1CCN(C(=O)c2ccc(Cl)cc2)CC1)c1ccco1 | 2 | -4 | 17 | 7[fluorescence artefact?] | 2 | 0.27 | -20 | -9 | -3
COCCn1c(SCc2nnc(-c3ccccc3)o2)nc2sc3c(c2c1=O)CCC3 | 0 | 28 | 16 | x | 2 | 0.02 | -8 | 8 | -5
CC(C)C1Cc2[nH]c(=O)c(C(=O)O)cc2CO1 (configuration not stated) | 2 | 30 | -23 | 37 | 0 | 0.22 | -63 | 38 | -2
COc1cc(C(=O)Nc2ccc(S(=O)(=O)N3CCc4ccccc43)cc2)cc(OC)c1OC | 1 | 3 | 13 | 2 | -3 | -2.9 | -23 | x | 5
CC(=O)c1c(C(C)=O)c(C)n(-c2ccc(C(=O)O)cc2)c1C | -2 | 7 | -26 | 5 | -8 | -0.15 | 6 | x | 5
Cc1ccc(-c2nn3c(C)nnc3c3ccccc23)cc1S(=O)(=O)N1CCN(CCO)CC1 | -3 | 10 | 1 | -5 | -6 | 0.4 | -16 | -34 | 2
CC1CCCCC1NC(=O)C1CCN(S(=O)(=O)c2ccc3c(c2)CCC(=O)N3)CC1 (configuration not stated) | -7 | 12 | 1 | -9 | -4 | x | -16 | 5 | 0
CCCNC(=O)NC(=O)CN1C(=O)NC(C)(c2ccc(C)cc2)C1=O (configuration not stated) | -4 | 3 | 17 | 0 | 7 | -0.29 | -16 | -2 | -6
CCn1c(SCC(=O)Nc2nc3ccc(C)cc3s2)nc2c(c1=O)SC(C)C2 (configuration not stated) | 4 | -1 | -66 | 43 | 3 | -3.6* | -14 | x | -6
CCc1ccc(OCc2nc(-c3ccccn3)no2)c(Br)c1 | 2 | 2 | 4 | 10 | -2 | -1.6 | 9 | 8 | -2
COC(=O)[C@H](C)NC(=O)Nc1cc(Cl)ccc1C | 2 | 12 | -18 | 2 | 0 | -0.44 | -8 | 1 | 3
CCC1CCCCN1Cc1ccc(OC)c(OC)c1 (configuration not stated) | -1 | 6 | -76 | 6 | -2 | 1.3 | -14 | 12 | 1
CCOC(=O)CON1C(=O)C(C)(C)N(OCC(=O)OCC)C(=O)C1(C)C | 4 | 0 | -9 | -2 | 3 | -0.22 | -6 | -23 | -5
Cc1noc(C)c1COC(=O)Cc1ccc(Cl)cc1 | -1 | -19 | -14 | 4 | 5 | 1.4 | -32 | 6 | -4
CC(=O)N1CCN(C(=O)CSc2nc3c(cnn3-c3ccccc3)c(=O)[nH]2)CC1 | -1 | 20 | -52 | -3 | -2 | 1.8 | 1 | -6 | 1
Cc1cc(=O)[nH]c(SCC(=O)Nc2cccc(C(F)(F)F)c2)n1 | -2 | 12 | 10 | -28 | 2 | 0.26 | -23 | 22 | -1
O=C(CCc1ccc(S(=O)(=O)NCc2ccccc2)cc1)N1CCN(Cc2ccc3c(c2)OCO3)CC1 | -1 | 12 | 1 | 15 | -16 | 1.7 | 6 | 1 | 20
CN(C)S(=O)(=O)Oc1ccsc1C(=O)Nc1ccc(Cl)cc1 | -1 | -5 | 4 | x | 1 | -1.6 | -15 | -7 | 2
CCCNS(=O)(=O)c1ccc(OCC(=O)NCCCOC)cc1 | -2 | 4 | 35 | -8 | 5 | 0.31 | -17 | -12 | -5

Retrieved by structure from the entries so far, 3 records:
SMILES | FAK blocker | VCAM1 TNFa inh | HUVEC tox IL1B | ERa SRC1 inh | PTPN22 inh 2 | Pyk2 oligo antag | TNFa cytotox | cytoskel mod | PTPN22 act
CCC(C)NC(=O)Cn1cccc1C(=O)c1ccccc1 (configuration not stated) | -2 | -30 | -23 | -5 | -8 | 0.21 | -12 | -6 | 7
CC1(c2cc(C(F)(F)F)n3nc(C(=O)O)cc3n2)CC1 | -1 | -18 | -29 | 19 | -4 | 0.63 | -43 | 8 | 4
O=C(COC(=O)C1CCN(C(=O)c2ccc(Cl)cc2)CC1)c1ccco1 | 2 | -4 | 17 | 7[fluorescence artefact?] | 2 | 0.27 | -20 | -9 | -3

This is a random part of the collection, and some 3.8% of all compounds hit somewhere here.
